# Assay outcomes from PubChem BioAssay.
# TRPV1 agonist: HTS Assay for Compounds that Act as Agonists of the Vanilloid Receptor 1 | Transient receptor potential cation channel subfamily V member 1 (Homo sapiens), Q8NER1 | 320,000 compounds, 0.19% hits | TRPV1-expressing cells, Fluo-8 calcium influx, agonist mode | activation, % at 8.33 µM | AID 540275, 2011; in the data active = activation above about 80%; inconclusive = between about 30% and that limit; also: 0% is about no effect
#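 TRPV1-expressing cells were cultured overnight at 35.5C and loaded with Fluo-8 calcium dye for 40 to 90 min at room temperature. After a 10 s baseline, compound was added and calcium influx was read kinetically for 3 min (ex 480/em 520 nm).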
# ELG1 genotox: qHTS screen for small molecules that induce genotoxicity in human embryonic kidney (HEK293T) cells expressing luciferase-tagged ELG1 | HEK293T ELG1-luciferase reporter, luminescence, 16 h | Potency, µM (highest dose often 46 µM), for inactives: at the top dose activity change, positive = activation, usual class: activators | 330,000 compounds, 1.3% hits; also: potency is read from the fitted curve at half-maximal effect; % of control where 0% means no effect; nearly all actives have a fitted effect of over 60% in size
#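 After overnight (16 hr) compound treatment at 37 °C, ELG1-luciferase HEK293T cells were lysed with ONE-Glo; luminescence quantified 30 min later at room temperature.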
# uPA surface inh: qHTS for Inhibitors of Cell Surface uPA Generation. cell surface uPA generation assay, qHTS. Potency, µM (top dose mostly 38.3 µM), without a hit: at the top dose activity change, negative = inhibition, usual class: inhibitors. 330,000 compounds, 0.31% hits. AID 540303, 2011; active = well fitted inhibition curve with a large enough effect; inconclusive = small, poorly fitted or top-dose-only effect; inactive = no such curve, though single readings can be large or run the other way; tested in mouse RAW 264.7 cells; also: potency is read from the fitted curve at half-maximal effect; % is scaled to controls: 0 for no effect and ±100 for the full control effect; nearly all actives have a fitted effect of over 55% in size
# p53 reactivation: qHTS assay for re-activators of p53 using a Luc reporter; H1299 p53-A138V BP100-luciferase reporter, luminescence, 24 h; Potency, µM (highest dose often 92.2 µM), without a hit: at the top dose activity change, positive = activation, usual class: activators; 320,000 compounds, 0.063% hits; also: potency is read from the fitted curve at half-maximal effect; % of control where 0% means no effect; nearly all actives have a fitted effect of over 45% in size
#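 p53-null H1299 cells stably carrying temperature-sensitive p53-A138V and a BP100-luciferase reporter were pinned with compounds (4-point, 1:5 series) and held 24 hrs at 37 deg C. Luminescence was read 10 min after detection reagent.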
# PTAP TSG101 blk: qHTS Assay for Iinhibitors of HIV-1 Budding by Blocking the Interaction of PTAP/TSG101; Fluorescence polarization, FITC-PTAP peptide / Tsg101 binding; 340,000 tested, under 10 active; Tumor susceptibility gene 101 protein (Homo sapiens), Q99816; AID 493005, 2010; Potency, µM (top dose mostly 115 µM), without a hit: at the highest dose activity change, negative = inhibition, most hits filed as inhibitors; active = well fitted inhibition curve with a large enough effect in the main read-out, with a control signal flat, not every such curve was filed as active; inconclusive = small, poorly fitted or top-dose-only effect, or effect the other way, or a change in a side signal; inactive = no such curve, though single readings can be large or run the other way; also: potency is read from the fitted curve at half-maximal effect; % of control where 0% means no effect
# Target sequence (Q99816 whole entry, looked up): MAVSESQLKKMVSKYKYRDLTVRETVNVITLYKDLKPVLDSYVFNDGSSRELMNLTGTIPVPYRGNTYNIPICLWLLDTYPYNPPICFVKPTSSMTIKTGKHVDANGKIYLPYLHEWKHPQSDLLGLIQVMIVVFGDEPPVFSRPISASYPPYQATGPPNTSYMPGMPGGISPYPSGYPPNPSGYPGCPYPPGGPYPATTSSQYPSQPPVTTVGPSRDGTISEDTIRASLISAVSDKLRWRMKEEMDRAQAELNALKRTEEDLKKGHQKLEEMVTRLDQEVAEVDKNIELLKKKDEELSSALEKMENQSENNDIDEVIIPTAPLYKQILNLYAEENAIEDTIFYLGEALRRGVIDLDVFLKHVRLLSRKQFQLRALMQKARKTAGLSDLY
#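 Fluorescence anisotropy tracks displacement of a FITC-tagged PTAP peptide (50 nM) from the Tsg101 binding domain (10 uM), following a 20 min room-temperature incubation at pH 7.5.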
# B2AR arrestin: qHTS assay of beta-arrestin-biased ligands of beta2-adrenergic receptor | beta-arrestin recruitment to beta2AR, cell-based reporter | Potency, µM (highest dose often 46.1 µM), without a hit: at the top dose activation, hits mostly activators | 330,000 compounds, 0.02% hits | AID 492947, 2010;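 also: potency is read from the fitted curve at half-maximal effect; 0% = DMSO controls and full agonism = EC100 isoproterenol or metaproterenol; nearly all actives have a fitted effect of over 65% in size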
# USP2a block: qHTS Assay for Inhibitors of Ubiquitin-specific Protease USP2a Using CHOP2 as the Reporter; Ubiquitin carboxyl-terminal hydrolase 2 (Homo sapiens), O75604; USP2 core, Ub-CHOP2 coupled fluorogenic reporter, 485/531; Potency, µM (top dose mostly 38.3 µM), for the others: top-dose activity change, negative = inhibition, most hits filed as inhibitors; 330,000 compounds, 0.01% hits; AID 463254, 2010;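 also: potency is read from the fitted curve at half-maximal effect; plate controls were DMSO wells for no effect and full inhibition by NEM control for full effect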
#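 Deubiquitinase activity read as fluorescence (485/531 nm) after Ub-CHOP2 cleavage activates the enterokinase reporter on its substrate; USP2 core 10nM, Ub-CHOP2 and substrate 25nM each, 30min compound preincubation then 60min RT; data normalized to NEM, curves fitted.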
# BRCA1 expr act: qHTS Assay to Identify Small Molecule Activators of BRCA1 Expression. MCF7-BRCA1-FFLuc reporter, luminescence, 48 h; response scale: scaled: vehicle 0%, 10 µM genistein 100%. Potency, µM (titrated, usually from 46.1 µM), without a hit: at the highest dose activation, most hits filed as activators. 380,000 compounds, 1.1% hits. AID 624202, 2012; also: potency is read from the fitted curve at half-maximal effect; nearly all actives have a fitted effect of over 80% in size; some results filed as inactive show a strong effect at the top dose
#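 Luminescence from a BRCA1-driven firefly luciferase in MCF7 cells was the read-out, taken 15 min after substrate addition following 48 h compound exposure at 37 °C. Data were normalized to a 10 microM genistein control and DMSO vehicle.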
# ASM inhibitor: Inhibitors of Secretory Acid Sphingomyelinase (S-ASM): qHTS | Sphingomyelin phosphodiesterase (Homo sapiens), P17405 | placental ASM, HMU-PC fluorogenic substrate, 60 min | Potency, µM (top dose mostly 57.5 µM), without a hit: at the top dose activity change, negative = inhibition, actives largely listed as inhibitors | 340,000 compounds, 0.006% hits | AID 504937, 2011; also: potency is read from the fitted curve at half-maximal effect
# Target sequence (P17405 47-631 limits assumed): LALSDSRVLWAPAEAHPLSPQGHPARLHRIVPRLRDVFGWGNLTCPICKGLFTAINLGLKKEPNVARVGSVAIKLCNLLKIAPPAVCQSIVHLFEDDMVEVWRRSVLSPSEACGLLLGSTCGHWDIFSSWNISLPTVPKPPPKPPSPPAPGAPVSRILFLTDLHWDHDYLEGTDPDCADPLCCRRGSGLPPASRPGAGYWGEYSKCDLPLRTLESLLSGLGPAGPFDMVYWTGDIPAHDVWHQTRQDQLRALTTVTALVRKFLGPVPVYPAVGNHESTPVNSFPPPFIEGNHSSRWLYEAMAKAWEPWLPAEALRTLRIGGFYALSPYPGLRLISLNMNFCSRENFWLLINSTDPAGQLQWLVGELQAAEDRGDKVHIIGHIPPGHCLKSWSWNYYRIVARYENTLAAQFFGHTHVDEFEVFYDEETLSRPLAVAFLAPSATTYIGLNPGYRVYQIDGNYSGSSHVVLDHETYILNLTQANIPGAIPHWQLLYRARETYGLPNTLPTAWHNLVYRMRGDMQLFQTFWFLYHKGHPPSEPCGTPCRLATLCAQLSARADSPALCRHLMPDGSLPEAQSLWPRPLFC
#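 Fluorescence read-out (Ex 386 nm, Em 447 nm) after stopping the reaction at pH 10. Enzyme: ASM from human placenta; substrate HMU-PC0, 9 uM final; 60 min, 37 °C. Compound preincubation 10 min, ambient temperature.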
# Eya2 inh: qHTS Assay for Inhibitors of the Phosphatase Activity of Eya2 | recombinant Eya2, OMFP fluorescence dephosphorylation (OMFP is methylfluorescein phosphate) | 330,000 compounds, 0.006% hits | AID 488837, 2010 | Protein phosphatase EYA2 (Homo sapiens), O00167 | Potency, µM (highest dose often 76.9 µM), for the others: at the top dose activity, negative = inhibition, most hits filed as inhibitors; also: potency is read from the fitted curve at half-maximal effect; % is scaled to controls: 0 for no effect and ±100 for the full control effect
#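 Eya2 protein (added as 0.2 uM solution) was preincubated with compound for 10 min at ambient temperature in 50 mM HEPES pH 7.5, 50 mM NaCl, 5 uM MgCl2, 0.05% BSA, 1 mM DTT. OMFP (added at 50 uM) then reacted 10 min; fluorescence read at 485/525 nm.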
# Integrin act MD: qHTS for Activators of Integrin-Mediated Alleviation for Muscular Dystrophy. alpha7betagal myoblasts, beta-gal FDG fluorescence, 48 h. Potency, µM (titrated, usually from 38.3 µM), without a hit: top-dose activation, actives largely listed as activators. 350,000 compounds, 0.064% hits. AID 624291, 2012;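 also: potency is read from the fitted curve at half-maximal effect; 100% = response of the positive control SU9516; nearly all actives have a fitted effect of over 60% in size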
#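 Alpha7betagal+/- myoblasts (passage 13) were plated 16-24 hr, then exposed to compounds (1:260 dilution of DMSO stock) for 48 hours at 37C. After MPER lysis, β-galactosidase reporter activity was read as FDG fluorescence (ex 480/em 540) after 30 minutes.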
# An asterisk follows results filed as active; ? = inconclusive; · = no result given; & = joins results of further samples; [ ] = dose if it differs, or a comment. Unless noted, calls follow the shape of the dose curve; as a rule, active = well fitted curve in the direction sought with a large enough effect; inconclusive = small, poorly fitted or top-dose-only effect, or another doubt; inactive = no such curve, though single readings can be large; an effect the other way counts as inactive or inconclusive.
SMILES,TRPV1 agonist,ELG1 genotox,uPA surface inh,p53 reactivation,PTAP TSG101 blk,B2AR arrestin,USP2a block,BRCA1 expr act,ASM inhibitor,Eya2 inh,Integrin act MD
CCCCC12CNCC(C)(CNC1)C2=O,-1,0%,·,-4%,-2%,-0.2%,4%,12%,2%,2%,12%
COP(=O)(OC)C(NC(=O)c1ccc(C)cc1)C(Cl)(Cl)Cl (stereo unspecified),?,1%,0%,2%,0%,-0.1%,8%,11%,-4%,5%,-30%
COC(=O)C1=C(c2ccc(F)cc2F)C[C@@H]2CC[C@H]1N2C(=O)N1CCC(C)CC1,?,-4%,17%,17%,-15%,0.0%,3%,0%,-2%,0%,5%
CN(C)P1(N(C)C)=Nc2c(c(N)nn2C)C(c2ccccc2)=N1,14,6%,-5%&1%,-6%,-1%&-2%,-1.0%,-1%,-34%&10%,-3%&-2%,17%,18%&17%
C[C@]12CCC3C(CCC4=CC(O)CC[C@@]43/C=N/O)C1(O)CCC2C1=CC(=O)OC1 (stereo partly specified),0,-20%,2%,1%,-6%,0.0%,1%,-95%,3%,1%,0%
O=c1[nH]c(=O)n(Cc2ccco2)c(O)c1C=NCCN1CCOCC1,-1,2%,0%,-2%,-1%,0.0%,3%,-2%,2%,1%,-17%
N#C/C(N)=C(/N)C#N,1,3%,?,7%,-2%,-0.3%,3%,-13%,-3%,3%,·
Cc1ccc(N2C(=O)NC(=O)/C(=C\c3ccc(N4CCOCC4)cc3)C2=O)cc1,-6,6%,-3%,-13%,-1%,-0.3%,0%,19%,4%,-3%,6%
Cc1cccc(CN2CCN(CC(=O)N3CCC4(CC3)OCCO4)C2=O)c1,0,0%,0%,-5%,0%,-0.4%,0%,-44%,0%,-2%,-5%
COc1ccc(NP(=O)(Oc2ccccc2OC)Oc2ccccc2OC)cc1,9,-7%,4%,-12%,-2%,4.9%,1%,-40%,-2%,2%,13%
Cc1cc(OC(C)C(=O)NCc2ccncc2)c2c3c(c(=O)oc2c1)CCC3 (stereo unspecified),4,?,-58%,2%,0%,-0.1%,2%,-17%,-1%,7%,25%
CN1OC[C@@H]2COc3ccc4ccccc4c3[C@@H]21,-1,2%,-4%,-2%,-4%,0.1%,1%,19%,-1%,5%,20%
CC1CC2(C)C(=CC1=O)CCC1C3CCC(C)(O)C3(C)CC3OC312 (stereo unspecified),·,·,1%,·,-2%,·,·,-12%,0%,·,-17%
Cc1nc2ccc(N3CCN(C)CC3)cc2nc1C,0,11%,-2%,22%,-4%,0.2%,3%,66%,5%,-10%,7%
Cc1ncc(CN2CCCC(C(=O)c3cccc(Cl)c3)C2)s1 (stereo unspecified),2,3%,-5%,-2%,-3%,-0.1%,1%,-9%,3%,-3%,2%
OC1(c2cccnc2)CC2CCC(C1)N2Cc1nnnn1Cc1ccccc1 (stereo unspecified),4,-7%,-1%,-4%,-1%,-0.1%,-1%,-7%,1%,13%,31%
CCC(C)C1NC(=O)C(NC(=O)C(CC(C)C)N(C)C(=O)C2CCCN2C(=O)C(C)O)C(C)OC(=O)C(Cc2ccc(OC)cc2)N(C)C(=O)C2CCCN2C(=O)C(CC(C)C)NC(=O)[C@H](C)C(=O)[C@H](C(C)C)OC(=O)CC1O (stereo partly specified),·,·,-10%,·,1%,·,·,·,1%,·,?
Cn1cccc1/C=C1/C(=O)NC(=O)N(Cc2ccc(F)cc2)C1=O,5,6%,-6%,0%,-5%,-0.7%,1%,-4%,-2%,12%,8%
CC(=O)OC1CCC2(C)C3CCC4(C)C(OC(C)=O)CCC4C3C(C)C2(O)C1 (stereo unspecified),·,·,2%,·,-6%,·,·,44%,-3%,·,-10%
COC(=O)C1=C(c2ccccc2)C[C@@H]2CC[C@H]1N2C,0,2%,0%,17%,0%,-0.1%,2%,0%,1%,3%,0%
O=C1NC(=O)C2(Cc3ccccc3N3CCCC32)C(=O)N1 (stereo unspecified),0,0%,·,-1%,-5%,0.5%,6%,1%,57%[activator],5%,4%
C[N+](C)(C)CCOC(=O)CBr,-1,-3%,22%,-2%,-4%,0.0%,-2%,-15%,1%,-6%&12%,·
O=C(O)[C@H]1C[C@@H]1[C@H](NP(=O)(c1ccccc1)c1ccccc1)c1ccccc1,1,-1%,14%,-8%,·,-0.1%,0%,17%,0%,7%,21%
COC(=O)C12OCC34C(CC5C(C)=C(O)C(=O)CC5(C)C3C(O)C1O)OC(=O)C(OC(=O)/C=C(\C)C(C)C)C24 (stereo unspecified),·,·,-6%,·,1%,·,·,·,1%,·,?
CC(C)(C)C(=O)O[C@H]1CC[C@@]2(C)C(=CC(=O)C3C2CC[C@]2(C)C(=O)[C@@H](F)CC32)C1 (stereo partly specified),·,-9%,-3%,12%,0%,-0.6%,3%,-34%,-18%,-3%,-10%
CN1C(C(=O)N2CCC3(CC2)OCCO3)=CC(c2ccc(F)cc2)=NS1(=O)=O,1,-1%,0%,12%,-3%,-0.1%,1%,11%,7%,12%,-8%
CN(C)C(=O)Oc1cccc(NC(=O)N2CCOCC2)c1,7,0%,3%,-7%,-3%,0.2%,0%,1%,1%,-3%,2%
CCC(=O)N1CC(=O)Nc2ccc(F)cc2C1c1ccc(F)cc1 (stereo unspecified),1,1%,6%,-5%,-2%,0.1%,3%,-1%,-3%,12%,-4%
C[C@]12CC[C@H](N)CC1=CCC1C2CC[C@@]2(C)C1CC[C@@H]2O (stereo partly specified),·,-2%,-12%,?,-5%,-0.6%,0%,-69%,-1%,6%,-23%
O=C(Nc1ccc(S(=O)(=O)Nc2ccccc2)cc1)c1ccc(CN2CCOCC2)cc1,3,-9%,?,-1%,-4%,-0.4%,-5%,-30%,-3%,-19%,-32%
CCC(=NCC1CCCO1)c1c(O)n(Cc2ccccc2)c(=O)[nH]c1=O (stereo unspecified),4,-2%,1%,-15%,-9%,-0.3%,-3%,-27%,2%,-10%,12%
O=C(C1CC(=O)N(c2ccc(F)c(Cl)c2)C1)N1CCC2(CC1)OCCO2 (stereo unspecified),0,2%,-3%,9%,-5%,-0.4%,1%,1%,3%,5%,-33%
Cc1cccc2c1=NC(=O)/C(=C/c1c(O)[nH]c(=O)[nH]c1=O)C=2,-5,1%,8%,4%,0%,0.2%,5%,6%,14%,-5%,9%
Cc1ccccc1C1=NCC(=S)Nc2ccc(Cl)cc21,0,-4%,-1%,-8%,-10%,5.7%,-8%,-12%,1%,-10%,-23%
CN(C)C(=O)Nc1cccc(OC(=O)N(C)C)c1,2,3%,1%,3%,-7%,-0.2%,3%,-2%,0%,2%,-7%
Cc1oc2ccc(OC(=O)N(C)C)cc2c1C(=O)OC(C)C,28,-2%,-8%,-1%,-4%,0.2%,1%,-13%,-1%,-13%,1%
Cc1nc2ccc(OC(=O)c3ccccc3)cc2s1,10,-4%,8%,6%,-8%,0.0%,0%,-12%,-8%,-3%,?
COc1ccc(-c2nc3ccccc3c(=O)o2)cc1,1,?,-8%,-4%,0%,-0.5%,6%,14µM*,-2%,10%,-14%
CN1CCC2(CC1)c1ccccc1-c1ccccc12,·,·,6%,·,-2%,·,·,16%,1%,·,-48%[inhibitor]
CN(C)CC1CCCCC1OC(=O)Cc1ccc(Cl)c([N+](=O)[O-])c1 (stereo unspecified),1,0%,1%,3%,-1%,-0.2%,3%,-38%,-1%[11.5 µM],-4%,-26%
Cc1ccc2c(c1)C1CN(C)CCC1N2C(=O)Nc1ccc(Cl)cc1 (stereo unspecified),14,15%,-6%,7%,-10%,0.5%,2%,81%,1%,-5%,-45%[inhibitor]

# A portion of the library. The share of hits here may be higher or lower than overall.
